KCNH2 3.1 block = blocks the human KCNH2 3.1 channel isoform; U2OS KCNH2 3.1, thallium flux FluxOr; stronger effect = lower value; activity change, % (tested at about 1.8 µM); actives 0.95% (n = 340,000); AID 720553;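 active = maximum activity change below -70%; inconclusive = maximum activity change from -70% to -50%; inactive = maximum activity change above -50%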;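 also: thallium influx rate constant from kinetic fluorescence after stimulation buffer; % is scaled to controls: 0 for no effect and ±100 for the full control effect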
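U2OS cells transduced with KCNH2 3.1 mutant virus (1.77 x 10^8 /mL, 4 h), plated overnight at 37 C, loaded 45 min with FluxOr dye plus Red40 quencher. Thallium flux rate constant from kinetic reads after stimulation buffer, normalised to controls.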
TSHR antagonist = antagonists of human thyroid stimulating hormone receptor | TSHR-expressing cells, TSH-stimulated cAMP HTRF, 2 h; stronger effect = lower value | activity change, negative = inhibition, % at 11.5 µM | actives 0.2% (n = 330,000) | AID 504810;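 active = activity change below a set negative limit, meaning inhibition stronger than a set level, cut at about -70% in these data; inconclusive = activity change between two set negative limits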; also: % is scaled to controls: 0 for no effect and ±100 for the full control effect
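Antagonism was scored as loss of TSH-driven cAMP in TSHR cells, stimulated with 4nM TSH (EC80) for 2 hours at 37 deg C and detected by homogeneous HTRF competition immunoassay.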
TCR act = T cell receptor activation; primary human leukocytes, anti-CD3, IL-2 HTRF, 48 h; Potency, µM (highest dose often 9.22 µM), for the others: top-dose activation of IL-2 secretion, hits mostly activators; 330,000 tested, under 10 active; AID 504894; also: % of control where 0% means no effect
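48 hr co-incubation of compounds, a-CD3 beads and primary human leukocytes; IL-2 quantified homogeneously by HTRF with anti-IL-2 K and d2 conjugates.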
Eya2 inh = Eya2 (human) phosphatase inhibition; O00167; recombinant Eya2, OMFP fluorescence dephosphorylation (OMFP is methylfluorescein phosphate); Potency, µM (doses to about 76.9 µM), without a hit: top-dose activity, negative = inhibition, most hits filed as inhibitors; actives 0.006% (n = 330,000); AID 488837; also: potency is read from the fitted curve at half-maximal effect; % is scaled to controls: 0 for no effect and ±100 for the full control effect
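Eya2 protein (added as 0.2 uM solution) was preincubated with compound for 10 min at ambient temperature in 50 mM HEPES pH 7.5, 50 mM NaCl, 5 uM MgCl2, 0.05% BSA, 1 mM DTT. OMFP (added at 50 uM) then reacted 10 min; fluorescence read at 485/525 nm.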
A-T KAP1 phos = potential ataxia-telangiectasia treatments restoring KAP-1 phosphorylation; actives 0.19% (n = 320,000); Potency, µM (doses to about 57.5 µM), for inactives: top-dose activation, actives largely listed as activators; […] A-T fibroblasts, KAP-1 phosphorylation AlphaLISA; neocarzinostatin DNA damage 30 min before lysis; also: potency is read from the fitted curve at half-maximal effect; % of control where 0% means no effect; nearly all actives have a fitted effect of over 45% in size
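ATM-like activity read as KAP-1 phosphorylation via AlphaLISA donor/acceptor antibody pairs after lysis and 6 hr at 25C. Cells were ATM-null patient fibroblasts ([…], hTERT), dosed 60 min, then exposed to the DSB inducer NCS for 30 min.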
TRPV1 agonist = agonists of human vanilloid receptor 1 (TRPV1) | Q8NER1 | AID 540275 | actives 0.19% (n = 320,000) | TRPV1-expressing cells, Fluo-8 calcium influx, agonist mode | activation, % at 8.33 µM; in the data active = activation above about 80%; inconclusive = between about 30% and that limit; also: 0% is about no effect
Target sequence (Q8NER1 whole entry, looked up): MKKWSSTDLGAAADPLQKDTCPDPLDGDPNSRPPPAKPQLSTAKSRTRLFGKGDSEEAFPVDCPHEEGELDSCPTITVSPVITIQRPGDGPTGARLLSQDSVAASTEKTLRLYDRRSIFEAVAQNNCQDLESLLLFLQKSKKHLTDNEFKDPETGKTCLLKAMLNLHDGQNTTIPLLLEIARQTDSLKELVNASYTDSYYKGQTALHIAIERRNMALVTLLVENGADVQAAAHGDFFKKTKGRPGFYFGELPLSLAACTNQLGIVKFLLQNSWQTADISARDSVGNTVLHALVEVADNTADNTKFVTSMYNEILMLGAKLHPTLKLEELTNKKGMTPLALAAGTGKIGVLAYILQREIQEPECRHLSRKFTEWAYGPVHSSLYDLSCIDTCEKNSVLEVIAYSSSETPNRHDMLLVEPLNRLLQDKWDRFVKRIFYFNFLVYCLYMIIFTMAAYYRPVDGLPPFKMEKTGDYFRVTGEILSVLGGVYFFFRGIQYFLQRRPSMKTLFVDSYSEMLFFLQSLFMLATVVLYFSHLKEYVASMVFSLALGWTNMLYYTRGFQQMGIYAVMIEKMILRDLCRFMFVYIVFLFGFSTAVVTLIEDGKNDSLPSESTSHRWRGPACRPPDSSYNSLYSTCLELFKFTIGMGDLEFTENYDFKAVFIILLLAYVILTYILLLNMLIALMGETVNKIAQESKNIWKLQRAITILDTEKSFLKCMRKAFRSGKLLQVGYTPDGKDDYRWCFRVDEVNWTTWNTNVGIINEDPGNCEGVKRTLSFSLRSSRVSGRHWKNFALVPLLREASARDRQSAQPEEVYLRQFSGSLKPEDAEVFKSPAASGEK
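Cells expressing TRPV1 were dye-loaded with Fluo-8 and read kinetically: 10 s baseline, 3 min after compound (agonist portion), then 2 min after EC20 capsaicin (allosteric enhancer portion). Calcium-bound dye fluorescence at 480/520 nm.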
USP2a block = blocks human ubiquitin-specific protease USP2a | O75604 | USP2 core, Ub-CHOP2 coupled fluorogenic reporter, 485/531 | Potency, µM (top dose mostly 38.3 µM), without a hit: at the highest dose activity change, negative = inhibition, hits mostly inhibitors | actives 0.01% (n = 330,000);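 also: potency is read from the fitted curve at half-maximal effect; plate controls were DMSO wells for no effect and full inhibition by NEM control for full effect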
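Cell-free coupled assay: 10nM USP2 core preincubated 30min RT with compound in Tris-HCl pH 8.0/CaCl2/CHAPS buffer, then 25nM Ub-CHOP2 and 25nM reporter substrate; fluorescence (Ex 485/Em 531) read after 60min RT, normalized to NEM inhibition, concentration-response curves fitted.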
ELG1 repair inh = ELG1-dependent DNA repair inhibition; actives 2.3% (n = 330,000); AID 504467; Potency, µM (top dose mostly 46.1 µM), for inactives: at the highest dose activity change, negative = inhibition, hits mostly inhibitors; HEK293T ELG1-luciferase reporter, luminescence, 16 h; DNA damage induced by 5-fluorouridine; also: potency is read from the fitted curve at half-maximal effect; % is scaled to controls: 0 for no effect and ±100 for the full control effect; nearly all actives have a fitted effect of over 55% in size
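Luminescence from the luciferase reporter, measured 30 min after ONE-Glo reagent at room temperature, was the read-out. Beforehand, 2,000 cells per well were exposed for 16 hr at 37 °C to 5-fluorouridine together with compound or vehicle.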
hERG WT inh = KCNH2 (human, wildtype) channel inhibition | actives 0.37% (n = 340,000) | activity change, % at 1.84 µM | U2OS, BacMam KCNH2, thallium flux FluxOr; stronger effect = lower value;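 active = maximum activity change below -70%; inconclusive = maximum activity change between -70% and -50%; inactive = maximum activity change above -50%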; also: % is scaled to controls: 0 for no effect and ±100 for the full control effect
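U2OS cells transduced with wild-type KCNH2 virus are loaded with FluxOr dye for 45 min, and thallium flux is measured in kinetic reads before and after stimulation buffer. Rate constants are normalized to DMSO controls.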
Mito fusion act = inhibitors of mitochondrial division or activators of mitochondrial fusion. S. cerevisiae fusion-defective mutant growth rescue, CellTiterGlo 48 h. Potency, µM (doses to about 46.1 µM), for inactives: top-dose growth rescue (activation), actives largely listed as activators. actives 0.23% (n = 320,000). AID 485298;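 also: potency is read from the fitted curve at half-maximal effect; % of control where 0% means no effect; nearly all actives have a fitted effect of over 45% in size; temperature-sensitive fusion mutants such as fzo1-1 at 37 °C on non-fermentable ethanol glycerol medium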
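Growth-rescue viability read-out: after 48 h at the non-permissive 37C in glycerol/ethanol YPEG, yeast mitochondrial fusion mutants are measured by CellTiterGlo luminescence; compounds (23 nl pinned per well) restoring growth score as division inhibitors or fusion activators.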
Starred values were filed as active, the others as inactive; ? = inconclusive; nt = not tested or not shown; [ ] = remark or other dose. Unless noted, calls follow the shape of the dose curve; as a rule, active = well fitted curve in the direction sought with a large enough effect; inconclusive = small, poorly fitted or top-dose-only effect, or another doubt; inactive = no such curve, though single readings can be large; an effect the other way counts as inactive or inconclusive. These rows are one share of the data (hit frequency here may not be typical).

Below each SMILES: KCNH2 3.1 block	TSHR antagonist	TCR act	Eya2 inh	A-T KAP1 phos	TRPV1 agonist	USP2a block	ELG1 repair inh	hERG WT inh	Mito fusion act
Cc1ccc2c([N+](=O)[O-])c(C)ccc2n1
→ -12	9	0%	16%	-7%	-1	-2%	0%	-3	1%
O=C(CSc1nc2ccccc2c(=O)[nH]1)Nc1ccc(N2CCOCC2)c(Cl)c1
→ 3	-4	2%	1%	3%	0	3%	-19%	-4	4%
O/N=C\c1ccc2noc(-c3ccc(Cl)cc3)c2c1
→ -7	4	-1%	?	-3%	4	10%	26%	1	-5%
O=C(CCN1C(=O)/C(=C/c2ccccc2Cl)SC1=S)NC1CCCC1
→ nt	-4	2%	2%	-1%	12	0%	10%	-24	-1%
COCCN(C(=O)CCC(=O)Nc1cc(C)on1)C(C(=O)NC(C)(C)C)c1cccc(OC)c1OC (stereo not drawn)
→ -3	11	1%	-3%	-4%	4	0%	-1%	5	1%
CC(C)Oc1ccc(C(=O)OCC(=O)N2CCCc3ccccc32)cc1
→ 4	-9	-1%	-21%	12%	-2	3%	-4%	-13	9%
CCN1/C(=C\c2ccc3ccccc3[n+]2CC)Sc2cc(C)ccc21
→ -1	-15	14%	?	1%	?	3%	?	13	-32%[inhibitor]
N#Cc1ccc(N/N=C/c2ccccc2)c([N+](=O)[O-])c1
→ -13	-6	3%	1%	1%	-3	2%	-1%	6	0%
COc1ccc([N+](=O)[O-])c(OC)c1C(=O)NC(=O)Nc1nc(C)nc(C)n1
→ 4	-4	-2%	-1%	6%	0	3%	-14%	-18	-1%
COc1ccc(NC(=O)C2CCCCN2CC(=O)OCc2ccccc2)cc1OC (stereo not drawn)
→ -12	6	-23%	0%	-4%	7	0%	?	3	-1%
Cc1ccc(NC(=O)Cn2cnc3c(oc4nc5c(cc43)COC(C)(C)C5)c2=O)cc1
→ -18	-10	-3%[46.1 µM]	7%	3%	7	1%	-1%	-5	8%
O=P(c1ccccc1)(c1ccccc1)C(O)c1ccccn1 (stereo not drawn)
→ 9	-1	4%	3%	-1%	2	0%	1%	-1	-1%
O=C(CCc1ccc(S(=O)(=O)NC2CCCCC2)cc1)NCc1ccccc1
→ -5	12	4%	-16%	4%	4	1%	-12%	-5	6%
Cc1c(C(=O)Nc2ccc(N3CCOCC3)cc2)oc2ccccc12
→ -4	-12	5%	2%	-4%	5	-6%	?	-5	2%
COc1ccc(-c2cc(C(F)(F)F)c(C#N)c(SCC(=O)O)n2)cc1
→ -5	-29	-8%	16%	-2%	3	2%	8%	2	7%
O=C(Nc1ccc(S(=O)(=O)NCc2ccccc2)cc1)C1CCCCC1
→ -72*	26	0%	-6%	3%	1	-1%	-8%	5	2%
Cc1cccc2c(=O)c(C(=O)NCCc3ccccc3)c[nH]c12
→ -8	37	nt	-8%	2%	7	-1%	?	9	3%
Cc1ccc(NC(=O)Cn2cc3c(n2)CCC(C)C3)cc1 (stereo not drawn)
→ -4	-4	1%	-26%	-2%	-2	-2%	24%	7	11%
CCN(CC)c1ccc(NC(=O)c2cc3ccccc3o2)c(C)c1
→ -5	?	nt	1%	-2%	83*	-1%	?	-4	3%
CCOC(=O)N1CCN(Cc2nc3c(c(=O)n(C)c(=O)n3C)n2Cc2cc(C)ccc2C)CC1
→ nt	0	nt	-4%[15.4 µM]	17%	-2	1%	-3%	nt	3%
COC(=O)c1cc(S(=O)(=O)NCC2CCN(Cc3ccc(C)cc3)CC2)c[nH]1
→ -76*	-11	-8%	-5%	1%	0	0%	1%	-26	13%
COc1ccc(C(=O)NCCSc2ccc(C)cc2)cc1
→ 0	-8	-3%[46.1 µM]	12%	-2%	?	0%	?	1	2%
COc1ccccc1NC(=O)C(=O)NCC1COc2ccccc2O1 (stereo not drawn)
→ 4	-8	1%	11%	8%	7	-2%	10%	-4	23%
COc1ccc(S(=O)(=O)N2CCC(C(=O)N3CCc4ccccc4C3)CC2)cc1Cl
→ -11	-9	1%	3%	-1%	2	3%	?	11	3%
C=CCn1c(C)csc1=Nc1ccccc1C
→ 7	-4	1%	?	-1%	-1	-1%	16%	-9	2%
Cc1noc(C)c1CN1C(=O)c2cccc([N+](=O)[O-])c2C1=O
→ 6	-8	-4%	2%	-2%	-4	0%	-4%	8	12%
CN(Cc1ccccc1)C(=O)COC(=O)C1CCN(S(=O)(=O)c2ccc3c(c2)OCCO3)CC1
→ 5	-7	2%	-1%	2%	1	3%	5%	2	-2%
CCCNS(=O)(=O)c1ccc(OC)c(Cl)c1Cl
→ -19	-2	-3%	9%	1%	-3	-1%	0%	2	5%
Cc1c(Br)cnn1C(C)C(=O)N1CCN(c2ccccc2F)CC1 (stereo not drawn)
→ 13	-17	-4%	-5%	4%	1	0%	-6%	-2	7%
O=C(O)C1C2C=CC(C3CC23)C1C(=O)N1CCc2ccccc21 (stereo not drawn)
→ -2	11	3%	-3%	-3%	-1	3%	7%	-13	0%
O=C(Nc1cccc(S(=O)(=O)NC2=NCCC2)c1)C1CCCCC1
→ 0	-3	-6%	-8%	7%	2	2%	?	-24	-1%
CS(=O)(=O)N(CC(=O)Nc1cccc([N+](=O)[O-])c1)c1cccc(F)c1
→ -20	-5	-4%	-6%	-1%[11.5 µM]	6	-3%	-18%	5	5%
O=C(O)c1ccccc1NS(=O)(=O)c1cccc(-n2sc3ccccc3c2=O)c1
→ 18	-42	1%	0%	-7%	1	0%	15%	12	11%
O=C(c1ccc2ccccc2n1)N1CCN(c2ccccc2)CC1
→ 6	-3	1%	-2%	0%	21	-5%	1%	-18	3%
Cc1c(NC(=O)CSc2ccc(Cl)cc2)c(=O)n(-c2ccccc2)n1C
→ -13	31	8%	0%	9%	0	0%	-16%	nt	2%
Cn1c(=O)c2sccc2n2c(CCCC(=O)Nc3ccccc3)nnc12
→ 10	31	-1%	12%	6%	4	3%	-4%	-1	-2%
CC(=O)c1ccc(NC(=O)C(C)Sc2nnc3ccccn23)cc1 (stereo not drawn)
→ 6	17	4%	-12%	6%	0	2%	27%	-2	-1%
CN(C)S(=O)(=O)c1ccc(SCC(=O)Nc2ccc3c(c2)OCCO3)nc1
→ -6	12	5%	2%	5%	-1	0%	?	-4	-5%
CCCCn1c(N)c(N(CCOC)C(=O)CN(C)S(=O)(=O)c2ccc(F)cc2)c(=O)[nH]c1=O
→ -2	16	2%	0%	-3%	1	-1%	?	10	-1%
O=C(CSCc1c(F)cccc1Cl)NCc1cccnc1
→ 6	38	5%[46.1 µM]	2%	4%	0	1%	2%	4	1%
COc1ccc2c(c1)CCCC21NC(=O)NC1=O (stereo not drawn)
→ 2	2	-2%	-2%	6%	-4	-1%	0%	1	6%
c1ccc2nc(N3CCN(Cc4ccc5c(c4)OCO5)CC3)cnc2c1
→ 28	-1	-8%	3%	-5%	6	4%	-12%	-1	1%
NC(=O)c1c(/N=C/c2cccnc2)sc2c1CCCC2
→ 2	6	1%	5%	4%	16	3%	?	1	0%
Cc1cccc2cc(C#N)c(NCCCNS(=O)(=O)c3ccc(Cl)cc3)nc12
→ -9	-9	-2%	-6%	28%	3	-1%	?	2	13%
COc1cccc(NC(=O)CN(C)C(=O)c2ccc(-c3ccc(Cl)cc3)o2)c1
→ -10	-5	8%	11%	4%	?	1%	-15%	0	?
COC(F)(C(=O)Nc1ccc2c(c1)C(=O)NC2=O)C(F)(F)F (stereo not drawn)
→ 6	-1	5%	-24%	-1%	0	-2%	-4%	5	-3%
COc1ccc(C(=O)NCc2ccc(Cl)cc2)cc1S(=O)(=O)N1CCCC1
→ 4	21	-3%	4%	12%	1	-6%	-25%	3	10%
CC(=O)NS(=O)(=O)c1ccc(NC(=O)/C=C/c2cn(-c3ccccc3)nc2-c2ccccc2)cc1
→ 0	1	-6%[46.1 µM]	-19%	4%	18	-4%	11%	-2	-18%
O=S(=O)(Cc1ccccc1)N=Nc1c(O)[nH]c2ccc(Br)cc12
→ -2	-4	1%	8%	9%	-13	13%	-5%	-2	-3%
C[C@]12CCC3C(CC[C@H]4CCCC[C@]34C)C1CC[C@@]2(O)CNCCO (stereo partly drawn)
→ 23	-3	0%	-21%	3%	-1	0%	-4%	-13	-34%[inhibitor]
NS(=O)(=O)c1cccc(NC(=O)Cc2ccc(Cl)c(Cl)c2)c1
→ -1	1	-4%	5%	-9%	?	6%	4%	-7	13%
O=C(NC(=S)Nc1ccc(NC(=O)c2cccs2)cc1)c1ccco1
→ -8	8	-2%[46.1 µM]	-14%	2%	2	1%	?	-3	2%

Compound activity from PubChem BioAssay.
